Growth percent in the NCI-60 one-dose screen (48 h, 10 µM unless noted): 100 = growth as untreated, 0 = no growth, -100 = all killed.
MDA-MB-435 – MDA-MB-435 melanoma; actives 7.8% (n = 82,000); AID 1794794
MOLT-4 – MOLT-4 leukemia cells; actives 6.9% (n = 80,000)
BT-549 – BT-549 breast cancer; actives 4.4% (n = 78,000)
MCF7 – MCF7 breast cancer; actives 6.3% (n = 82,000)
SR – SR leukemia cells; actives 8.7% (n = 73,000); AID 1794780
MDA-MB-468 – MDA-MB-468 breast cancer. actives 8.5% (n = 78,000). AID 2202374
MDA-MB-231 – MDA-MB-231 breast cancer; AID 1794789; actives 5% (n = 81,000)
K-562 – K-562 leukemia; AID 1794777; actives 7.4% (n = 78,000)
Starred values were filed as active, the others as inactive; . = not tested or not shown; & = joins results of further samples; [ ] = remark or other dose. Rule for the calls: active = growth percent below 10; inactive = the rest.

no.	SMILES	MDA-MB-435	MOLT-4	BT-549	MCF7
1	COC(=O)OC1C(O[C@H]2C[C@H]3[C@@H]4CC=C5C[C@@H](O)CC[C@]5(C)[C@H]4CC[C@]3(C)[C@H]2[C@H](C)C(=O)CCC(C)C)OCC(O)C1OC1OCC(O)C(O)C1OC(=O)c1ccc(OC)cc1 (some centres undefined)	-15.3*	-36.5*	6.2*	-8.4*
2	C=CCn1c(SCC(=O)Nc2ccc(OC)cc2)nnc1-c1cc(-c2ccc(S(C)(=O)=O)cc2)nc2ccccc12	94.7	72.4	87.5	87.6
3	C=CCSSc1ncnc2c1ncn2C1OC(CO)C(O)C1O (centres undefined)	22.5	13.2	54.8	4.7*
4	CCCCc1ccc(C(N)=O)nc1	106.4	101.0	97.8	86.9
5	O=C1OC(c2ccc(-c3ccccc3)cc2)=C/C1=C/c1c(Cl)cccc1Cl	104.3	97.8	.	76.0
6	CC1(C)C(=O)/C(=C\c2ccco2)C[C@]2(C)[C@H]3CC[C@@H]4[C@H]5[C@H](C(=O)/C=C/c6ccco6)CC[C@]5(C(=O)O)CC[C@@]4(C)[C@]3(C)CC[C@@H]12	76.8	37.2	69.2	42.7
7	C=CC(=O)N[C@@H](Cc1ccc(-c2cc(Cl)cc(Cl)c2)cc1)[C@@H](O)[C@H](O)C(=O)OCC	108.0	98.5	103.2	96.4
8	Cc1ccc(C2C(C#N)=C(N)Oc3n[nH]c(-c4ccc(Cl)cc4)c32)cc1C (centres undefined)	108.3	80.7	105.8	95.6
9	Nc1ccc(F)c(F)c1	100.3	89.4	98.7	109.9
10	CC(C)Cc1ccc(C(C)C(=O)OC2CC(C)(C)N([O])C(C)(C)C2)cc1 (centres undefined)	102.0	95.4	112.3	94.2

no.	SR	MDA-MB-468	MDA-MB-231	K-562
1	2.6*	-22.8*	22.7	-25.2*
2	.	89.9	85.0	62.4
3	.	7.1*	48.1	40.0
4	.	85.0	101.7	108.6
5	69.6	90.8	95.9	89.5
6	54.0	61.9	94.5	34.1
7	95.6	97.8	105.9	101.6
8	91.5	102.8	107.2	.
9	99.9	94.4	108.3	93.6
10	82.9	97.3	102.7	73.8

Retrieved by compound from the entries so far, four records:
no.	SMILES	MDA-MB-435	MOLT-4	BT-549	MCF7
2	C=CCn1c(SCC(=O)Nc2ccc(OC)cc2)nnc1-c1cc(-c2ccc(S(C)(=O)=O)cc2)nc2ccccc12	94.7	72.4	87.5	87.6
6	CC1(C)C(=O)/C(=C\c2ccco2)C[C@]2(C)[C@H]3CC[C@@H]4[C@H]5[C@H](C(=O)/C=C/c6ccco6)CC[C@]5(C(=O)O)CC[C@@]4(C)[C@]3(C)CC[C@@H]12	76.8	37.2	69.2	42.7
4	CCCCc1ccc(C(N)=O)nc1	106.4	101.0	97.8	86.9
7	C=CC(=O)N[C@@H](Cc1ccc(-c2cc(Cl)cc(Cl)c2)cc1)[C@@H](O)[C@H](O)C(=O)OCC	108.0	98.5	103.2	96.4

no.	SR	MDA-MB-468	MDA-MB-231	K-562
2	.	89.9	85.0	62.4
6	54.0	61.9	94.5	34.1
4	.	85.0	101.7	108.6
7	95.6	97.8	105.9	101.6

Carrying on.
no.	SMILES	MDA-MB-435	MOLT-4	BT-549	MCF7
11	COc1ccc(NC(c2ccc(C(F)(F)F)cc2)c2c(C)[nH]c3ccccc23)cc1 (centres undefined)	109.8	63.5	82.6	87.2
12	CCN(CC)CCOc1ccccc1Br	102.5	101.4	105.0	88.9
13	COc1ccc(C2CC(=O)c3cc(OC)ccc3O2)cc1 (centres undefined)	115.5	96.9	96.4	107.7
14	N#C/C(=C\c1ccccc1Cl)c1cc2ccccc2[nH]1	100.9	77.1	89.1	36.0
15	O=C(N/N=C/c1cc([N+](=O)[O-])ccc1O)c1cccc2ccccc12	57.1	9.2*	45.2	16.5
16	COc1ccc(-c2cc(-c3cc(C(=O)c4ccccc4)n4ccc(C)cc34)nc(N)c2C#N)cc1	78.5	93.8	22.4	53.3
17	C[C@]12CC[C@H]3[C@@H](CCC4=CC(=O)CC[C@@]43C)[C@@H]1CC[C@@H]2c1csc(N)n1	55.5	27.7	34.2	26.0
18	CC1(C)CC[C@]23CC[C@]4(C)[C@H](CC[C@@H]5[C@@]6(C)CC[C@H](OC7CC(O)C(O)C(O)O7)C(C)(C)[C@@H]6CC[C@]54C)[C@H]2[C@H]1OC3 (some centres undefined)	102.0	94.9	99.6	95.6
19	C=C(C)C1CC=C(C)C(OCCN(CC)CC)C1 (centres undefined)	106.5	113.4	106.5	96.1
20	Ic1ccc(Nc2nc3nonc3nc2Nc2ccc(I)cc2)cc1	6.0*	-29.0*	-21.7*	3.4*

no.	SR	MDA-MB-468	MDA-MB-231	K-562
11	86.8	89.7	98.5	98.5
12	110.2	105.3	93.8	104.2
13	86.5	107.6	107.3	100.4
14	60.0	58.1	68.7	70.5
15	.	-8.6*	40.9	30.3
16	86.7	48.6	34.4	88.3
17	26.4	28.4	66.8	26.0
18	79.4	105.3	99.6	94.4
19	113.3	92.5	113.5	114.0
20	-12.6*	-4.4*	-5.9*	4.4*

Carrying on:
no.	SMILES	MDA-MB-435	MOLT-4	BT-549	MCF7
21	COC(=O)c1ccc(N=NN(C)C)cc1	89.3	92.3	98.8	99.1
22	COc1ccc(-c2nc(-c3c[nH]c4ncccc34)cs2)cc1	92.5[100 µM]	84.0[100 µM]	97.2[100 µM]	71.0[100 µM]
23	CC(=O)[C@H]1CC[C@]2(C)[C@@H]1CC[C@@H]1[C@@]3(C)CC[C@H](OCCC#N)C(C)(C)[C@@H]3CC[C@]12C	90.7	106.9	95.3	86.5
24	CCCCC/C(C)=C(\C#N)C(=O)NC(N)=S	94.5	105.2	106.2	95.9
25	CCOC(=O)C1(COCc2ccccc2)CCCCC1=O (centres undefined)	99.0	95.2	85.7	108.6
26	CC(C)c1ccc(C2=C/C(=C\c3ccc(Cl)cc3)C(=O)N2CCc2ccc(S(N)(=O)=O)cc2)cc1	101.7	80.0	111.1	83.2
27	COC(=O)C(Cc1cccc(-c2ccc(OC)nc2)c1)NC(=O)OCc1ccccc1 (centres undefined)	93.7	91.3	84.6	95.4
28	C=C(C)[C@@H]1CC[C@]2(C=O)CC[C@]3(C)[C@H](CC[C@@H]4[C@@]5(C)C/C(=C/c6cccnc6)C(=O)C(C)(C)[C@@H]5CC[C@]43C)[C@@H]12	95.3	49.9	75.6	40.5
29	CC(Cl)Cc1ccccc1 (centres undefined)	108.5	99.0	104.4	100.9
30	C=C1CCC2C3(C)COC(C)(C)OC3CCC2(C)C1C/C=C1/C(=O)OCC1OC(C)=O (centres undefined)	27.1	-16.8*	52.9	16.5

no.	SR	MDA-MB-468	MDA-MB-231	K-562
21	.	99.0	111.1	91.8
22	120.7[100 µM]	81.2[100 µM]	72.9[100 µM]	127.2[100 µM]
23	105.4	100.0	108.9	97.5
24	101.7	93.1	118.7	110.9
25	101.2	.	127.6	121.7
26	89.1	99.1	98.8	83.2
27	69.6	95.9	91.8	82.5
28	40.6	80.4	93.8	32.3
29	107.4	99.7	110.1	103.0
30	.	7.9*	86.2	9.8*

Other structures:
no.	SMILES	MDA-MB-435	MOLT-4	BT-549	MCF7
31	CN1CCN(c2ccc(Nc3nc(NCCCNS(=O)(=O)c4ccc(F)cc4)c4sccc4n3)cc2)CC1	47.3	21.6	65.9	31.2
32	CC1COCC(C)N1 (centres undefined)	110.0	100.7	94.1	92.3
33	O=C(CSC(=S)N1CCCCC1)Nc1ccccc1	110.4	86.5	100.8	99.8
34	Cn1c(=O)c2c(nc3n(-c4ccccc4)c(O)cn23)n(C)c1=O	106.4	96.0	102.7	87.5
35	COc1ccc(CNC(=O)C(O)C(Cc2ccccc2)NC(=O)c2[nH]c3ccccc3c(=O)c2C)cc1OC (centres undefined)	101.2	99.8	103.7	99.7
36	O=C(O)/C(=C/c1cccc([N+](=O)[O-])c1)c1ccc(Cl)cc1	106.1	101.3	112.0	108.9
37	O=C(/C=C/c1c(-c2ccc(F)cc2)nc2sccn12)c1ccc[nH]1	104.0	82.4	100.9	61.3
38	CC(C)(C)c1ccc(/C=C2/SC(N3CCN(c4cccc(C(F)(F)F)c4)CC3)=NC2=O)cc1	98.1	99.3	93.8	80.3
39	COc1ccc(NC2CCC(=O)N2c2cc(Cl)cc(Cl)c2)cc1 (centres undefined)	81.8	97.7	54.8	94.5
40	O=C1Nc2ccccc2/C1=C\c1c(-c2ccc(F)cc2)nc2ccccn12	-21.1*	57.0	69.6	62.8

no.	SR	MDA-MB-468	MDA-MB-231	K-562
31	7.3*	25.9	43.2	10.4
32	102.3	103.0	99.8	108.1
33	87.1	102.5	102.5	90.2
34	.	111.2	97.8	99.9
35	.	102.1	103.4	101.7
36	109.8	112.6	92.1	103.5
37	79.2	66.4	89.7	124.7
38	92.7	103.1	98.1	95.7
39	81.5	100.5	78.4	74.5
40	.	40.8	60.2	.

New compounds follow:
no.	SMILES	MDA-MB-435	MOLT-4	BT-549	MCF7
41	CN(C)/N=C/c1ccccc1O	107.3	95.9	97.5	105.7
42	Cc1ccc(/C=C2/C(=O)N(C)c3ccc(Br)cc32)s1	101.8	81.0	96.5	69.5
43	O=C1Nc2cc(Cl)ccc2/C1=C\c1ccc(OCc2ccc(F)cc2)cc1	98.9	90.7	122.9	68.3
44	O=C(O)CN(CC(=O)O)Cc1ccccc1	94.3&99.6	100.3&111.4	65.5&93.0	90.9&89.4
45	CCCCCSC1CCCC1	105.7	111.6	100.1	88.8
46	CCCCNC(C(=O)c1ccc(Cl)cc1)c1ccc(Cl)cc1 (centres undefined)	95.2	105.0	97.7	92.9
47	COc1cc(/C=N/NC(=O)c2cnn(CC(O)c3ccccc3)c2N)ccc1OC1CCCC1 (centres undefined)	95.7	78.1	74.5	83.7
48	Cn1c(C2=C(c3c(O)c4ccccc4c(=O)n3C)C(=O)c3ccccc3C2=O)c(O)c2ccccc2c1=O	108.6	123.7	109.5	101.7
49	COc1ccc2ccccc2c1/C=N/N1CCCCC1	99.1	88.3	101.8	84.0
50	NC(N)=NNC(=O)Cc1ccc(Cl)cc1	96.6	113.1	108.6	96.1

no.	SR	MDA-MB-468	MDA-MB-231	K-562
41	97.9	97.8	105.6	119.6
42	89.3	87.6	75.4	83.1
43	99.5	111.2	89.0	83.0
44	97.5&105.6	89.2&97.5	.	97.2&114.0
45	100.9	95.9	116.2	102.6
46	85.8	84.5	92.3	101.1
47	80.2	128.2	79.7	99.0
48	123.7	98.2	92.9	127.2
49	107.9	112.8	99.4	91.5
50	.	111.0	95.5	107.7

Next section
no.	SMILES	MDA-MB-435	MOLT-4	BT-549	MCF7
51	COc1cc2c(cc1OC)C(O)=CC(=O)C2=O	109.7	94.9	76.4	104.5
52	CCCC(=O)c1cc(O)c(O)cc1O	100.2	94.1	108.9	104.8
53	O=C1NC(=O)C(CSc2ccccc2)(c2ccccc2)N1 (centres undefined)	111.5	97.8	100.2	100.5
54	CCCC(C)C(=NC)Nc1ccc(Cl)c(Cl)c1 (centres undefined)	101.3	99.1	110.2	96.1
55	Cc1ccc(C(=O)Nc2ccc(S(=O)(=O)O)c3cc(S(=O)(=O)O)cc(S(=O)(=O)O)c23)cc1NC(=O)c1cccc(NC(=O)Nc2cccc(C(=O)Nc3cc(C(=O)Nc4ccc(S(=O)(=O)O)c5cc(S(=O)(=O)O)cc(S(=O)(=O)O)c45)ccc3C)c2)c1	102.7	106.6	103.0	104.7
56	CC(C)CNCC(O)Cc1ccc(Oc2ccccc2)cc1 (centres undefined)	101.4	54.7	99.2	99.7
57	CCOc1ccc(-n2nc(C(=O)Nc3cccc(OC)c3)nc2-c2cc(OC)c(OC)c(OC)c2)cc1	86.8	62.5	72.3	83.5
58	COc1ccc(-c2csc(Nc3ccc(F)c(F)c3)n2)cc1OC1CCCC1	89.3	78.9	101.3	86.2
59	O=C(COC(=O)[C@H](C[Se][Se]C[C@H](NC(=O)c1ccc(Br)cc1F)C(=O)OCC(=O)c1ccc(F)cc1)NC(=O)c1ccc(Br)cc1F)c1ccc(F)cc1	-42.1*	-30.0*	-93.0*	-58.4*
60	Cc1c(Cc2ccccc2)c(=O)oc2c(C)c(OCc3nnc(-c4ccccc4)o3)ccc12	100.5	102.8	110.0	94.3

no.	SR	MDA-MB-468	MDA-MB-231	K-562
51	108.8	81.9	89.6	88.7
52	.	103.1	97.1	118.3
53	89.9	104.9	103.5	104.4
54	92.5	.	106.8	98.0
55	100.6	114.9	100.9	.
56	79.3	102.2	85.8	70.8
57	52.6	93.4	55.1	.
58	38.6	72.7	95.5	40.0
59	-39.3*	-79.5*	-82.2*	-1.8*
60	87.4	105.1	96.3	103.4

The list continues:
no.	SMILES	MDA-MB-435	MOLT-4	BT-549	MCF7
61	COc1cccc(/C=C/C(=O)c2ccc(OC)c(S(N)(=O)=O)c2)c1	34.1	.	.	8.0*
62	COc1ccc2cc(C(C)C(=O)Nc3ccc(S(=O)(=O)Nc4nccs4)cc3)ccc2c1 (centres undefined)	112.9	94.2	.	104.0
63	N#C/C(=C1C=C/C(=N/O)C(Cl)=C/1)c1ccc(Cl)cc1	29.5	65.9	87.2	13.7
64	COc1ccc(C2N=C(SCC(=O)Nc3ccc(S(=O)(=O)Nc4cc(C)on4)cc3)NC(C)=C2C(C)=O)cc1 (centres undefined)	105.9	99.8	115.4	94.7
65	CCOC(=O)CN1C(=O)c2ccc3c4c(ccc(c24)C1=O)C(=O)N(CC(=O)OCC)C3=O	105.5	93.0	110.7	105.4
66	O=S(=O)(Nc1ccc2[nH]ccc2c1)c1ccc(Cl)c(Cl)c1	95.9	91.3	105.7	90.1
67	CC(=O)OCc1cc(Cl)ccc1OC(C)=O	108.7	102.4	103.1	103.4
68	CC(=O)N1N=C(c2ccc(C)cc2)CC1c1sc(N2CCOCC2)nc1Cl (centres undefined)	102.4	70.6	88.7	89.5

no.	SR	MDA-MB-468	MDA-MB-231	K-562
61	.	20.0	49.4	.
62	96.2	119.4	105.9	95.7
63	78.5	-8.4*	61.4	42.6
64	95.1	118.8	112.9	104.1
65	92.9	99.5	102.5	94.0
66	110.6	88.6	92.8	94.3
67	92.1	120.3	89.0	101.5
68	78.4	98.8	109.5	77.1

Source: PubChem BioAssay (NCI)
